Compound activity as filed in PubChem.
PolyA inh: inhibitors of polyadenylation in S. cerevisiae. calls only at 12 µM. S. cerevisiae SKY197-pL101 polyadenylation reporter, beta-gal luminescence; efflux-impaired pdr1/pdr3 knockout yeast; score 100 = 6 SD above DMSO. actives 0.02% (n = 300,000);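 active = lowest replicate activity score at least 50, where 100 means six control SD above control mean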;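 also: yeast exposed to compound for 9 h at 30 °C; higher score means more reporter readthrough which indicates perturbed polyadenylation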
KCNQ1 block: inhibitors of human KCNQ1 potassium channel; P51787; actives 1.3% (n = 310,000); AID 2642; CHO-K1 KCNQ1, FluxOR thallium flux fluorescence; stronger effect = higher value; B-score at 10 µM;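 active = compounds whose thallium flux B-score, printed positive for inhibition, exceeds three library SD while starting fluorescence stays within three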;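 also: channel opened by potassium depolarization with thallium stimulus after 20 min compound exposure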
KCNK3 block: human KCNK3 channel inhibition, primary screen | O14649 | CHO-KCNK3 thallium flux, FluxOR fluorescence; stronger effect = lower value | B-score at 10 µM | actives 0.84% (n = 340,000) | AID 602410;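 active = B-score under library mean minus 4 SD, starting fluorescence ratio at most library mean plus 5 SD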;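 also: more negative B-score means stronger inhibition of thallium flux through KCNK3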
KCNK9 block: inhibitors of human KCNK9 two-pore domain potassium channel | Q9NPC2 | HEK293 KCNK9, FluxOR thallium flux fluorescence; stronger effect = lower value | B-score at 10 µM | actives 1.2% (n = 310,000) | AID 488922;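 active = ratio B-score over 3 SD below the library mean, with starting fluorescence within 5 SD of its mean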;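 also: negative B-score means less thallium flux so channel inhibition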
hERG rescue: hERG (human) protection from proarrhythmic block. Q12809. CHO-hERG, FluxOR thallium flux, dofetilide IC70 present. activation (rescue from dofetilide block), less the hit threshold, % at 10 µM. actives 0.51% (n = 310,000). AID 1511;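 active = activation above the mean of controls blocked by dofetilide plus 5 SD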;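 also: thallium influx through hERG after potassium depolarization seen as dye fluorescence rise; in these data hits start at about 4.7%; inactives centre near -7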
Target sequence (Q12809 whole entry, looked up): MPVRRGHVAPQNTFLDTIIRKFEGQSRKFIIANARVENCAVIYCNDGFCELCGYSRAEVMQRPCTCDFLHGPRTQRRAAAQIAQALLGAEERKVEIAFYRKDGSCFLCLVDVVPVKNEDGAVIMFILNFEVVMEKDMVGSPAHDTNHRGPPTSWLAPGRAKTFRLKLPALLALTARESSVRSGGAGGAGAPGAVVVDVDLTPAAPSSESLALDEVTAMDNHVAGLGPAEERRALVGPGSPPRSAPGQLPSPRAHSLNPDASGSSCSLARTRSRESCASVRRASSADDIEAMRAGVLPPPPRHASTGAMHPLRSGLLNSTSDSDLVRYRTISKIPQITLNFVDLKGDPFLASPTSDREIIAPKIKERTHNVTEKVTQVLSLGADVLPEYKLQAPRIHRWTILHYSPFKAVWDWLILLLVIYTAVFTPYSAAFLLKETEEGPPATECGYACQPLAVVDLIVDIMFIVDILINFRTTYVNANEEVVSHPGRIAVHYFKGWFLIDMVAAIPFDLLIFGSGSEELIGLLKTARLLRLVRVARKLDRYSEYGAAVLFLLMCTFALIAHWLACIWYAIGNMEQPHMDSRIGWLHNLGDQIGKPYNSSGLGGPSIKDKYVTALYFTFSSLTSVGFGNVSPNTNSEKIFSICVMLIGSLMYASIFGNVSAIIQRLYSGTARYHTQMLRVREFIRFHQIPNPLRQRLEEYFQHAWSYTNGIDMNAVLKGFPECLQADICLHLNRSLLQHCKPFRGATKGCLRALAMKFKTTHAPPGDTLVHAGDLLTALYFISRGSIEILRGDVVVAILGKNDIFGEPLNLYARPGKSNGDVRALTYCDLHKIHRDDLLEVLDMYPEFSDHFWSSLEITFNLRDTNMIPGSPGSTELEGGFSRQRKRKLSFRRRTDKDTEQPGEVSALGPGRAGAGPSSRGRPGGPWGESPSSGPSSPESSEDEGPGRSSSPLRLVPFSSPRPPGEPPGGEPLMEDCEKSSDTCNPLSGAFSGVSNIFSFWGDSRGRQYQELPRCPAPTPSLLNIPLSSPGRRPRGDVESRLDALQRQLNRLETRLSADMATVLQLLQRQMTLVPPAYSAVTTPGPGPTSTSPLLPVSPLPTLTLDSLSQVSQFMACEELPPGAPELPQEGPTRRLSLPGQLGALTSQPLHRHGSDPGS
GSK3 alpha inh: blocks human GSK-3 alpha kinase; P49840; ADP-Glo luminescence, 60 min; inhibition, % at 10 µM; actives 0.1% (n = 320,000);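 in the data active = inhibition above about 50%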;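 also: GST-tagged GSK-3 alpha with peptide substrate and 25 µM ATP; 0% = DMSO neutral wells and 100% = GW8510 positive control wells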
HDAC3 inh: inhibitors of human histone deacetylase 3 | recombinant HDAC3, fluorogenic peptide/trypsin coupled, fluorescence | inhibition, % at 8.3 µM | actives 0.15% (n = 320,000) | O15379; in the data active = inhibition above about 26%, passing the limit was not always enough
RGS4 pot: RGS4 potentiation or activation. HEK293 M3R/inducible RGS4, carbachol calcium flux Fluo4; stronger effect = lower value. B-score at 10 µM. actives 0.92% (n = 310,000);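 active = B-score of the integrated calcium signal more than 4 SD below the library mean, with starting fluorescence not abnormally high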;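 also: negative B-score means reduced calcium response which marks RGS4 activation or potentiation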
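Reagent: ECmax carbachol challenge; Test system: M3R-expressing HEK293 line, RGS4 induced by doxycycline; Schedule: overnight RGS4 induction, 30 min dye load 37 °C, 20 min compound RT; Detection: calcium dye Fluo4 fluorescence; Read-out: Agonist-evoked peak-minus-minimum fluorescence over baseline, integrated ratio, B score.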
GSK3beta inhib: inhibitors of human GSK3beta kinase. actives 0.038% (n = 300,000). activity score (negative = inhibition), % at 10 µM. GST-GSK3beta kinase, ADP-Glo luminescence, 60 min; stronger effect = lower value. P49841;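 active = more than half of replicate wells score below -50%, meaning over 50% inhibition versus plate controls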;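 also: 0% = median DMSO wells and -100% = median GW8510 positive control wells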
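test system = GST-tagged human GSK3beta kinase, cell-free | reagent = 25 µM ATP with peptide substrate | dosing = one dose of 10 µM per compound | schedule = 60 min reaction, RT | detection = luminescent ADP-Glo measurement of ADP formed | control set = DMSO neutral wells and GW8510 at 20 µM as positive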
KCNQ1 act: potentiates or activates the human KCNQ1 potassium channel; P51787; CHO-K1 KCNQ1, thallium flux FluxOR fluorescence; stronger effect = higher value; B-score at 10 µM; actives 0.35% (n = 310,000);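 active = fluorescence ratio B-score, a plate-corrected score, at least three library SD, with initial intensity B-score within 5 SD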
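assay system = KCNQ1-transfected CHO-K1 cells | medium = assay buffer with matched DMSO | probe or stimulus = depolarizing K+/Tl+ stimulus, K2SO4 and Tl2SO4 each 12.5 mM in 5x stock | dosing = single dose | incubation = dye 90 min, compound 20 min, room temperature | detection = kinetic FluxOR fluorescence, 10 s baseline plus 110 s post-stimulus | evaluation = ratio B score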
Dyrk1A ADPGlo: Dyrk1A (rat) kinase inhibition. Q63470. ADP-Glo luminescence, NFATc1 peptide. inhibition, % at 12.5 µM. actives 0.43% (n = 310,000). AID 504441; in the data active = inhibition above about 50%;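 also: plate controls were vehicle with enzyme for no effect and no enzyme for full effect; many of its hits are not listed in these tables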
Numbers without * were called inactive; i = inactive; · = no result given. These rows are one share of the data, so the mix of outcomes need not match the whole.

SMILES	PolyA inh	KCNQ1 block	KCNK3 block	KCNK9 block	hERG rescue	GSK3 alpha inh	HDAC3 inh	RGS4 pot	GSK3beta inhib	KCNQ1 act	Dyrk1A ADPGlo
COc1ccccc1CCNC(=O)c1cnccn1	i	i	i	i	-8.0	·	·	i	0.3	i	5.4
CCc1ccc(NC(=O)c2ccc(C3SCC(=O)N3CCc3ccccc3)cc2)cc1 (configuration not stated)	i	i	i	i	-12.6	0.6	10.0	i	-0.9	i	-1.5
COc1ccc(OC)c(CC(NC(C)=O)C(=O)NC2CCN(S(=O)(=O)c3ccc(NC(C)=O)cc3)CC2)c1 (configuration not stated)	i	i	i	i	-10.3	-0.7	1.1	i	0.8	i	1.1
Cc1cccc(NC(=O)N2CCCCCC2)c1	i	i	i	i	-6.0	2.2	-12.5	i	-0.7	i	-4.1
O=[N+]([O-])c1ccc(Sc2nccn2Cc2ccccc2)cc1	i	i	i	i	-14.9	1.0	2.3	i	1.2	i	-4.8
Cc1ccc(NC(=S)N2CCN(c3ccccn3)CC2)c(C)c1	i	i	i	i	-8.5	-0.2	9.0	i	2.6	i	3.0
O=C(O)c1ccc(Nc2nc3ccc(Cl)cc3[nH]2)cc1	i	i	i	i	-6.8	7.2	-7.2	i	-0.4	i	38.6
O=C(O)c1cc([N+](=O)[O-])ccc1NCc1cccnc1	i	i	i	i	-10.2	4.3	-2.6	i	·	i	3.6
Cc1nn(CCC(=O)NNC(=S)Nc2cccc(Cl)c2)c(C)c1[N+](=O)[O-]	i	i	i	i	-21.5	-2.5	1.3	i	3.7	i	6.2
CCCS(=O)(=O)N1CCN=C1SCc1cccnc1	i	i	i	i	-0.9	·	-4.6	i	-1.0	i	1.1
COC(=O)c1sccc1NC(=O)CN(C)NS(=O)(=O)c1ccc(F)cc1	·	i	i	i	-9.6	3.0	0.7	i	-3.8	i	6.4
COc1cc(NC(=O)c2ccc(F)cc2)c(OC)cc1NC(=O)CN1CCOCC1	i	i	i	i	-7.1	3.4	10.4	i	2.5	i	-4.1
COc1ccc(-c2nn(-c3ccccc3)cc2/C=N/O)cc1OC	i	i	i	i	-7.8	73.1*	4.2	i	-55.6*	i	40.4
Cc1nnc(NC(=O)C23CC4CC(C)(CC(C)(C4)C2)C3)s1	i	i	i	i	-2.0	-3.7	-0.1	i	-3.4	i	3.8
O=C(c1cccc(F)c1)N1CCN(c2cc(N3CCCCC3)c(F)cc2[N+](=O)[O-])CC1	i	i	i	i	-10.2	-0.4	2.8	i	1.6	i	-8.2
Cc1cc(C)n2nnnc2c1C#N	i	i	i	i	-12.3	-4.1	4.4	i	-2.6	i	2.7
COc1ccc(/C(C)=N/NC2=NCCN2)cc1Cl	i	i	i	i	-5.9	-1.9	-1.5	i	-0.6	i	2.1
CC(=O)c1nnn(-c2ccccc2C#N)c1C	i	i	i	i	-15.4	5.9	4.3	i	3.6	i	·
CCOc1ccc(C(=O)NCC(=O)N2CCCCCCC2)cc1OCC	i	i	i	i	-15.8	-1.1	-3.4	i	2.6	i	0.9
O=C(CCc1ccccc1)NC(=S)Nc1cc(C(F)(F)F)ccc1N1CCOCC1	i	i	i	i	3.9	1.1	5.6	i	-1.3	i	-1.1

Brought forward from above: two entries, then new ones.
SMILES	PolyA inh	KCNQ1 block	KCNK3 block	KCNK9 block	hERG rescue	GSK3 alpha inh	HDAC3 inh	RGS4 pot	GSK3beta inhib	KCNQ1 act	Dyrk1A ADPGlo
CCOc1ccc(C(=O)NCC(=O)N2CCCCCCC2)cc1OCC	i	i	i	i	-15.8	-1.1	-3.4	i	2.6	i	0.9
O=C(CCc1ccccc1)NC(=S)Nc1cc(C(F)(F)F)ccc1N1CCOCC1	i	i	i	i	3.9	1.1	5.6	i	-1.3	i	-1.1
Cc1nnsc1C(=O)Nc1ccc(S(=O)(=O)N2CCCCC2C)cc1 (configuration not stated)	i	i	i	i	-6.2	-3.5	1.4	i	2.8	i	-3.2
COC(=O)c1cc(-c2c(-c3cc(OC)c(OC)c(OC)c3)noc2C)cc([N+](=O)[O-])c1	i	i	i	i	-4.0	0.8	-5.5	i	3.8	i	12.1
COc1ccc(N(C(C)C(=O)NN=C2CCCCCCC2)S(C)(=O)=O)cc1 (configuration not stated)	i	i	i	i	-10.2	-2.2	2.1	i	0.5	i	-2.5
CCc1nnc(SCc2cn3c(C)cc(C)nc3n2)n1N	i	i	i	i	-2.5	0.4	-18.7	i	3.5	i	1.3
CCOC(=O)C1=C(C)NC(C)=C(C(=O)OCC)C1C	i	i	i	i	-6.8	-1.2	8.5	i	0.2	i	0.8
Cc1ccc(NCC(=O)N/N=C\c2ccc[nH]2)cc1	i	i	i	i	-5.1	-2.9	10.8	i	2.9	i	·
CC(C)CC(=O)NC(=S)Nc1ccc(NC(=O)c2ccco2)cc1	i	i	i	i	-2.8	-0.4	-2.2	i	-4.0	i	-1.6
Cc1cc(C=O)c(C)n1-c1ccc(Cl)c(C(=O)O)c1	i	i	i	i	-8.4	-2.0	2.3	i	0.4	i	-2.1
Cc1ccc(-c2nc3cc(N)ccc3o2)cc1Br	i	i	i	i	-4.1	-1.8	-12.0	i	-1.2	i	-0.7
CCO[C@@H]1OC(C(=O)Nc2ccccc2)=C[C@H](c2ccc(Br)cc2)[C@H]1CCCO	i	i	i	i	-9.1	0.6	13.3	i	2.2	i	0.6
COc1cccc(/C=N/NC(=O)CCn2nnc3ccccc32)c1	i	i	i	i	-3.4	4.5	5.0	i	-2.5	i	5.6
Cc1cc(C)n(S(=O)(=O)c2cccc(Cl)c2Cl)n1	i	i	i	i	-3.4	-3.3	0.5	i	1.9	i	0.9
Cc1ccc(-c2nnn(CCOc3cccc(Br)c3)n2)cc1	i	i	i	i	2.0	-0.8	-0.6	i	0.4	i	-2.6
COc1ccc(NC(=O)CN(C)C(=O)CC2CCCCC2)cc1	i	i	i	i	-14.8	-1.2	1.1	i	0.8	i	7.5
CCOC(=O)C(C)Oc1cccc2c(=O)n(CC(=O)NCc3ccc(F)cc3)ccc12 (configuration not stated)	i	i	i	i	-5.5	-11.8	-2.6	i	0.0	i	-0.4
COc1ccccc1C1c2[nH]c3ccccc3c2C[C@H]2C(=O)N(C3CCN(Cc4ccccc4)CC3)CC(=O)N12 (some centres not stated)	i	i	i	i	-11.0	0.7	-5.6	i	-2.3	i	-1.3
O=C(NCCCN1CCOCC1)c1ccc2c(=O)n(Cc3ccc(Cl)cc3)c(=S)[nH]c2c1	i	i	i	i	-9.8	-0.9	-8.7	i	0.6	i	-1.4
Cc1cc(C)cc(OCC(=O)Nc2nc(-c3cccnc3)cs2)c1	i	i	i	i	-4.1	-0.8	-0.5	i	-0.1	i	25.3
O=C(NCc1cccs1)c1ccc(Br)o1	i	i	i	i	-1.7	-2.4	-1.1	i	0.9	i	2.0
Cc1cccc(-n2c(O)c(C=Nc3cccc(O)c3)c3ccccc3c2=O)n1	i	i	i	i	-7.9	·	2.5	i	0.1	i	24.9

Reformatted with two lines to a compound: nine of the compounds above
The line under a structure holds: PolyA inh, KCNQ1 block, KCNK3 block, KCNK9 block, hERG rescue, GSK3 alpha inh, HDAC3 inh, RGS4 pot, GSK3beta inhib, KCNQ1 act, Dyrk1A ADPGlo
- Cc1cc(C)n(S(=O)(=O)c2cccc(Cl)c2Cl)n1
→ i, i, i, i, -3.4, -3.3, 0.5, i, 1.9, i, 0.9
- Cc1ccc(-c2nnn(CCOc3cccc(Br)c3)n2)cc1
→ i, i, i, i, 2.0, -0.8, -0.6, i, 0.4, i, -2.6
- COc1ccc(NC(=O)CN(C)C(=O)CC2CCCCC2)cc1
→ i, i, i, i, -14.8, -1.2, 1.1, i, 0.8, i, 7.5
- CCOC(=O)C(C)Oc1cccc2c(=O)n(CC(=O)NCc3ccc(F)cc3)ccc12 (configuration not stated)
→ i, i, i, i, -5.5, -11.8, -2.6, i, 0.0, i, -0.4
- COc1ccccc1C1c2[nH]c3ccccc3c2C[C@H]2C(=O)N(C3CCN(Cc4ccccc4)CC3)CC(=O)N12 (some centres not stated)
→ i, i, i, i, -11.0, 0.7, -5.6, i, -2.3, i, -1.3
- O=C(NCCCN1CCOCC1)c1ccc2c(=O)n(Cc3ccc(Cl)cc3)c(=S)[nH]c2c1
→ i, i, i, i, -9.8, -0.9, -8.7, i, 0.6, i, -1.4
- Cc1cc(C)cc(OCC(=O)Nc2nc(-c3cccnc3)cs2)c1
→ i, i, i, i, -4.1, -0.8, -0.5, i, -0.1, i, 25.3
- O=C(NCc1cccs1)c1ccc(Br)o1
→ i, i, i, i, -1.7, -2.4, -1.1, i, 0.9, i, 2.0
- Cc1cccc(-n2c(O)c(C=Nc3cccc(O)c3)c3ccccc3c2=O)n1
→ i, i, i, i, -7.9, ·, 2.5, i, 0.1, i, 24.9

Going on with the list:
SMILES	PolyA inh	KCNQ1 block	KCNK3 block	KCNK9 block	hERG rescue	GSK3 alpha inh	HDAC3 inh	RGS4 pot	GSK3beta inhib	KCNQ1 act	Dyrk1A ADPGlo
Cc1ccc(Cn2c(C(=O)NCCCN3CCOCC3)cc3sccc32)cc1	i	i	i	i	-8.1	-1.3	-2.2	i	-1.5	i	-4.4
CC(=O)c1ccc(NC(=O)C(C)OC(=O)c2cccc(-n3cnnn3)c2)cc1 (configuration not stated)	i	i	i	i	-7.1	-3.2	1.2	i	1.1	i	15.0
CCOC(=O)N1CCC(n2c(=S)[nH]c3ccccc3c2=O)CC1	i	i	i	i	-9.3	-2.9	14.3	i	-2.6	i	4.7
COC(=O)c1nnn(CC(=O)Nc2cccc(Cl)c2)c1C(=O)OC	i	i	i	i	-5.0	2.4	-4.9	i	0.8	i	-3.6
CC(O)CNC12CC3CC(CC(C3)C1)C2 (configuration not stated)	i	i	i	i	-12.1	-2.9	-2.0	i	2.7	i	-2.5
Cc1cc(NC(=O)c2coc(=O)c(Br)c2)ccc1C(C)C	i	i	i	i	-8.1	-1.4	-9.2	i	-1.3	i	7.6
CCOc1ccc(N2C(=O)Cc3ccccc3C2=O)cc1	i	i	i	i	-2.8	0.0	-1.8	i	3.5	i	6.3
CC(C)(C)c1cc(C(=O)NCc2cc(F)cc3c2OCOC3)n(Cc2ccccc2)n1	i	9*	-12*	-7.91*	-11.1	-1.0	17.4	-8.4*	4.4	i	·
Cc1ccc(-n2ncc(Cl)c2C(=O)NCc2ccccc2)cc1	i	i	i	i	-2.0	1.2	0.1	i	0.8	i	-6.1
